# HepG2 tox = counter-screen for TGF-b inhibitors: cytotoxicity in HepG2 cells; HepG2 CAGA-GFP viability, ATP luminescence, 18 h; Potency, µM (doses to about 46.1 µM), for inactives: at the top dose activity change, negative = cytotoxicity, actives largely listed as cytotoxic; 410,000 tested, 0.76% active; AID 588856; also: potency is read from the fitted curve at half-maximal effect; some results filed as inactive show a strong effect at the top dose
#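 CellTiter-Glo luminescence gave cytotoxicity after 18 hours at 37 degrees C. The cells were HepG2 CAGA-GFP in 1% FBS DMEM, stimulated with 500 pg/mL TGF-beta after compound addition. %Activity was normalised to no-cell wells (complete cell-killing) and DMSO (no toxicity), and curves were fitted and classified.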
# S2 tox = reduces viability in counter-screen for ATXN expression inhibitors | S2 cells (HEK-293 line with an ATXN2-luciferase reporter) viability, CellTiter-Fluor protease fluorescence, 24 h | Potency, µM (top dose mostly 56.7 µM), most hits filed as cytotoxic | 400,000 tested, 0.49% active | AID 651635; also: potency is read from the fitted curve at half-maximal effect; nearly all actives have a fitted effect of over 40% in size
# MCF10A rereplic = induces DNA re-replication in MCF 10a normal breast cells; MCF 10A DNA re-replication, Hoechst nuclear intensity, 48 h; Potency, µM (titrated, usually from 46.1 µM), without a hit: at the top dose activity, positive = re-replication, hits mostly activators; 350,000 tested, 2.9% active; AID 624296; also: potency is read from the fitted curve at half-maximal effect; % of control where 0% means no effect; nearly all actives have a fitted effect of over 50% in size
# Nrf2 activator = activators of Nrf2 (ARE) signaling | AREc32 ARE-luciferase reporter (MCF7-derived line), luminescence, 24 h | 410,000 tested, 0.31% active | Potency, µM (series often up to 46.1 µM), for inactives: top-dose activation, actives largely listed as activators; also: potency is read from the fitted curve at half-maximal effect; % of control where 0% means no effect; nearly all actives have a fitted effect of over 65% in size
#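 AREc32 cells carrying an ARE-driven firefly luciferase reporter were seeded at 1000 cells/well in OPTI-MEM with 5% FBS, then exposed to compound for 24 hr at 37 deg C. Luminescence was read with Steady-Glo after 30 min at RT.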
# TGFb inhibitor = blocks TGF-b signaling; HepG2 CAGA-GFP TGF-b/SMAD3 reporter, GFP fluorescence, 18 h; TGF-beta stimulated, 500 pg/mL final; 410,000 tested, 1.2% active; Potency, µM (series often up to 46.1 µM), without a hit: at the highest dose activity, negative = inhibition, hits mostly inhibitors; AID 588855; also: potency is read from the fitted curve at half-maximal effect; % is scaled to controls: 0 for no effect and ±100 for the full control effect; nearly all actives have a fitted effect of over 65% in size
#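 Using HEPG2 CAGA-GFP reporter cells at 1000 cells/well, we pinned test compounds, stimulated with recombinant TGF-beta (500 pg/mL final) and measured total well GFP after 18 h.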
# IL-1B inflam inh = blocks inflammasome-driven IL-1 beta release. THP-1 LPS/ATP IL-1B secretion, AlphaLISA, 16 h; hits give low values. activity change, % at 57.5 µM. 360,000 tested, 4.7% active. AID 743279; in the data active = activity change below about -50%; inconclusive = mostly about -30% to -49%; also: % is scaled to controls: 0 for no effect and ±100 for the full control effect
#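 THP-1 cells pretreated 1 hr with compounds (up to 57.5 uM final), then stimulated with LPS (250 ng/mL final) plus ATP (1.25 mM final); secreted IL-1B measured by AlphaLISA after 16 hr, decreased signal indicating inhibition.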
# ATXN2 expr inh = ATXN2 expression inhibition; 360,000 tested, 0.72% active; Potency, µM (series often up to 57 µM), inactives show top-dose activity change, negative = inhibition, most hits filed as inhibitors; HEK-293 ATXN2-luciferase reporter, luminescence, 24 h; also: potency is read from the fitted curve at half-maximal effect; % is scaled to controls: 0 for no effect and ±100 for the full control effect; nearly all actives have a fitted effect of over 55% in size
#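 qHTS (up to 57 uM final) was run with 24 h compound exposure of reporter cells at 37 °C. Each well was multiplexed: SteadyGlo luminescence measured ATXN2-luciferase expression after a fluorogenic Gly-Phe-AFC viability readout (25 uM final).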
# Nrf2 block = blocks Nrf2 signaling. A549 ARE-Fluc reporter, luciferase luminescence, 18-24 h. Potency, µM (series often up to 46 µM), for the others: at the highest dose activity change, negative = inhibition, most hits filed as inhibitors. 360,000 tested, 2.1% active; also: potency is read from the fitted curve at half-maximal effect; % is scaled to controls: 0 for no effect and ±100 for the full control effect; nearly all actives have a fitted effect of over 60% in size
#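 A549 ARE_Fluc cells (5000/well, 5% FBS OPTI-MEM) pre-incubated 2 h, then treated with compounds 18-24 h at 37C/5% CO2 in concentration-response. CellTiter-Fluor viability read first; BugLite luciferase luminescence after 15 min at room temperature gives Nrf2 activity.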
# A549 tox = kills or reduces viability of A549 cells in Nrf2 counter-screen | A549 ARE-Fluc cells, CellTiter-Fluor viability, 18-24 h | Potency, µM (top dose mostly 46 µM), inactives show at the highest dose activity change, negative = cytotoxicity, actives largely listed as inhibitors | 390,000 tested, 0.16% active | AID 504648; also: potency is read from the fitted curve at half-maximal effect; % is scaled to controls: 0 for no effect and ±100 for the full control effect
#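 A549 ARE_Fluc cells in 5% FBS OPTI-MEM were exposed to compounds in concentration-response for 18-24 h at 37 deg C. Viability was read by CellTiter-Fluor fluorescence (Ex 405/Em 525) after 30 min, before the luciferase read.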
# * hit, by the source's call; i = inactive; u = inconclusive; x = no result given; [ ] = remark or other dose. Unless noted, calls follow the shape of the dose curve; as a rule, active = well fitted curve in the direction sought with a large enough effect; inconclusive = small, poorly fitted or top-dose-only effect, or another doubt; inactive = no such curve, though single readings can be large; an effect the other way counts as inactive or inconclusive.
# Values run as follows: HepG2 tox, S2 tox, MCF10A rereplic, Nrf2 activator, TGFb inhibitor, IL-1B inflam inh, ATXN2 expr inh, Nrf2 block, A549 tox
CCc1nnc(NC(=O)C2CC(=O)N(c3ccc4c(c3)OCCO4)C2)s1 (stereo unspecified)
 : 1%, i, -9%, 1.4%, -2%, -7, -11%, u, -1%
O=C(COC(=O)c1ccccc1)Nc1ccc(Cl)cn1
 : -4%, i, 1%, -0.2%, 0%, -3, -14%, -7%, 1%
CCN(CC)S(=O)(=O)c1ccc(N2CCOCC2)c(NC(=O)Cc2ccccc2F)c1
 : 21%, i, 15%, -0.7%, 0%, -3, -13%, -1%, 3%
COc1cc(S(=O)(=O)NCC2CCCO2)ccc1Br (stereo unspecified)
 : 5%, i, -9%, -0.4%, 3%, -8, -2%, x, 7%
Cc1ccc(NS(=O)(=O)c2cccs2)cc1S(=O)(=O)N1CCCCCC1
 : 9%, i, u, 2.8%, 5%, 40, 0%, 7.3µM*, u
CSc1nc2nc3c(c(=O)n2[nH]1)CN(Cc1ccccc1)CC3
 : -3%, i, 3%, 0.7%, 0%, 0, 3%, -19%, -3%
CCS(=O)(=O)N1CCC(C(=O)Nc2cccc(F)c2)CC1
 : -2%, i, 3%, 0.1%, -3%, -9, x, -8%, -7%
CCN1CCN(c2cc(C)c3cc(NC(=O)c4cccc(C(F)(F)F)c4)ccc3n2)CC1
 : -46%, u, x, 3.7%, 1%, x, u, 4%[9.27 µM], -14%
Fc1ccc(NC(=S)N2CCCC2)cc1Cl
 : -1%, i, 1%, -0.2%, 2%, -3, -1%, -8%, 4%
C=CC[C@@H](CC(=O)OC(C)(C)C)C(=O)OC[C@@H]1CCCN1C(=O)[C@@H](CC=C)CC(=O)N[C@H](CO)Cc1ccccc1
 : -30%, u, 4%, 0.4%, u, -19, -27%, -26%, -16%
OCCC1CN(CC#Cc2ccccc2)CCN1C1CCCC1 (stereo unspecified)
 : -3%, i, u, 0.9%, -11%, -2, -3%, -18%, 3%
CCOc1ccc(OCC)c(NC(=O)CN(C)S(=O)(=O)c2cnc[nH]2)c1
 : -3%, i, -2%, 0.5%, -3%, -1, 6%, 16%, 0%
CCOC(=O)N1CCN(C(=O)c2ccc(Cl)c(S(=O)(=O)N3CCCC3)c2)CC1
 : 43%, i, -4%, 1.6%, 0%, i, -9%, 2%, -1%
Cc1cccc(-c2nnc(C(C)Nc3cccc(C(=O)NC4CC4)c3)o2)c1 (stereo unspecified)
 : 0%, i, x, 4.1%, 8%, -5, x, x, x
CCOc1ccc(NC(=O)CN(Cc2ccccc2)S(=O)(=O)c2ccc(Cl)cc2)cc1
 : -27%, i, x, 2.4%, -15%, x, 7%, -1%, 1%
O=S(=O)(NCc1ccccc1)c1ccccc1NCc1ccc(Cl)cc1
 : -39%, i, 4%, 5.9%, u, 38, 12%, -23%, 12%
O=c1c2c3c(sc2nc2n1CCC2)CCCC3
 : 2%, i, -1%, -0.4%, 19%, 24, 10%, 8%, 4%
O=C(Nc1ccc(CN2CCOCC2)cc1)c1ccc(N2CCCC2)c([N+](=O)[O-])c1
 : -17%, u, -39%[inhibitor], 2.5%, -1%, -72*, u, -14%, -9%
CCO[C@@H]1OC(C(=O)NCc2nc3ccccc3[nH]2)=C[C@H](c2csc3ccccc23)[C@H]1CCCO
 : -16%, u, 26%, 7.3%, u, -56*, u, u, -5%
CCCCCCCCN1C(=O)[C@H](CC(=O)NCCc2ccccc2OC)C[C@@]2(C(=O)OCC)CCCC=C12
 : x, 22µM*, x, -2.1%, x, u, u, x, x
Cc1nc(N2CCOCC2)c2c(C(=O)N3CCN(c4cccc(C)c4C)CC3)c(C)oc2n1
 : -20%, x, x, 3.5%, u, x, x, -2%, -10%
CCOC(=O)C1(CC2CC2)CCN(Cc2cn(C)c3ccccc23)CC1
 : -34%, u, 21%, 2.7%, -24%, -82*, -1%, 10%, -6%
COc1ccc(OC)c(CCNC(=O)CC2(CC3=NS(=O)(=O)c4ccccc4N3)CCCC2)c1
 : -49%, i, 23%, 0.8%, u, -13, -14%, u, -10%
Cc1ccc(N2C(=O)c3ccccc3C2=O)cc1
 : 9%, i, -12%, 0.8%, u, 20, 13%, 28%, -1%
CCOC(=O)c1c(CSc2cccs2)n(C)c2cc(Br)c(O)c(CN(C)C)c12
 : -25%, i, 5%, 3.2%, u, -54*, -32%, u, 2%
CCOc1ccccc1N1CCN(Cc2ccco2)CC1
 : 1%, i, -11%, 0.3%, -5%, -16, 7%, 3%, 10%
CCOc1ccccc1NC(=O)CSc1nnc2ccc(-c3cccnc3)nn12
 : -6%, i, -5%, 7.7%, -5%, -9, 62%[activator], -7%, 5%
COc1ccc(OC)c(NC(=O)c2ccc3c(c2)CCN3S(C)(=O)=O)c1
 : -8%, i, u, -0.8%, 0%, -16, -33%, -28%, -2%
Cc1ccc2cc(CN(Cc3ccco3)S(=O)(=O)c3c(C)ccc4nsnc34)c(=O)[nH]c2c1
 : -15%, i, u, 3.7%, -22%, -11, u, u, 1%
CC(=O)Nc1ccc(OCCC[n+]2cccc(C(=O)[O-])c2)cc1
 : -5%, u, -2%, 0.0%, 0%, 18, 2%, -2%, -2%
c1ccc2sc(N3CCCN(Cc4nc(-c5cnccn5)no4)CC3)nc2c1
 : -19%, i, 9%, 2.7%, 1%, -3, -3%, -18%, -8%
CN(C)S(=O)(=O)c1ccc2c(c1)C(=O)c1cc(S(=O)(=O)N(C)C)ccc1CC2
 : 4%, i, 21%, 0.0%, 4%, x, 2%, 0%, 2%
CN(C)c1c(N)c(=O)oc2ccccc12
 : 0%, i, 1%, -1.2%, 4%, 6, x, -4%, 7%
O=C(NCc1ccccc1)c1cc(C2CCCCN2C(=O)c2ccc3c(c2)CCO3)on1 (stereo unspecified)
 : 2%, u, x, -0.2%, -1%, -9, 1%, x, x
Cc1ccccc1-n1nnnc1SCC(=O)NC1CC1
 : 16%, i, -2%, -0.8%, 6%, 0, 8%, 0%, 1%
COc1cccc(N(C(=O)Cn2nnc(-c3cccs3)n2)C(C(=O)NC(C)C)c2ccc(C)o2)c1 (stereo unspecified)
 : -21%, i, u, 0.1%, 0%, -15, -2%, 7%, -14%
O=C(COC(=O)Cc1cccc(C(F)(F)F)c1)NC(=O)NC1CCCC1
 : -8%, i, 4%, -0.7%, -11%, -5, -12%, 2%, 6%
Cc1ccccc1-n1c(Cn2c(=O)sc3ccccc32)nnc1SCC(=O)N1CCCC1
 : 11%, i, 5%, -0.9%, 20%, -7, -12%, 0%, 4%
O=C(COc1ccc(Br)cc1)NNC(=S)NCc1ccccc1
 : -9%, i, 24%, 0.4%, u, 19, -3%, -11%, 4%
N#CC(=C(O)COC(=O)Cc1c[nH]c2ccccc12)c1nc2ccccc2[nH]1
 : -2%, i, u, 4.6%, 12%, 40, -1%, 6%, -1%
CC1(C)CC(NC(=O)c2cc(Cl)ccc2Cl)CC(C)(C)N1
 : 19%, i, 2%, 0.2%, 11%, -5, -4%, 1%, -1%
O=C(NCCc1ccccc1)Nc1ccc(Cl)cc1
 : 2%, i, -5%, 2.8%, 10%, -4, 33%[activator], 17%, -10%
COc1ccc(C(=O)NC2CCSc3ccccc32)cc1S(=O)(=O)N1CCOCC1 (stereo unspecified)
 : -2%, i, -1%, -0.6%, -8%, 3, 2%, 11%, -6%
COc1c(F)c(F)c(C(=O)Nc2ccc(NC(=O)c3ccco3)cc2)c(F)c1F
 : 3%, i, 1%, -0.6%, 21%, -19, -38%, x, 1%
CC(C)=NNc1ncnc2nc[nH]c12
 : 9%, i, -2%, 2.7%, -5%, 89, 0%, 3%, -7%
O=C(C/C(=N\NC(=O)c1ccccc1Br)C(F)(F)F)c1cccs1
 : -28%, i, 12µM*, 0.0%, u, 13, 10%, 14%, -15%
CCc1nc2c(OCc3cccc(Cl)c3)cccn2c1N(C)C(=O)c1ccc(OC)cc1
 : -30%, u, x, 4.2%, u, 0, -28%, x, x
O=C(C1CC1)N1CCc2cc(Br)cc(S(=O)(=O)Nc3ccc(F)c(F)c3)c21
 : -63%, u, x, -4.2%, u, x, u, -9%[9.27 µM], 0%
O=c1oc2c(CN3CCCCC3)c(O)ccc2c2c1CCCCC2
 : -24%, u, 9%, 0.3%, 29%, 11, -2%, 18%, 4%
Cc1cccc(N2CCN(S(=O)(=O)c3ccc(-c4cc(C)no4)s3)CC2C)c1 (stereo unspecified)
 : -4%, i, 7%, -0.7%, 0%, -8, 2%, -9%, 4%
COc1ccc(C(=O)NC(=O)COC(=O)C2CC2C)cc1 (stereo unspecified)
 : 4%, i, -3%, 0.2%, -19%, 23, -1%, -10%, 1%
CC(=O)c1ccc(NC(=O)Cn2c(-n3nc(C)cc3C)nc(C)c(C)c2=O)cc1
 : -5%, x, x, 3.7%, 2%, x, x, x, -7%
Cc1ccc(C2CC(C(F)(F)F)n3ncc(C(=O)NCc4ccco4)c3N2)cc1 (stereo unspecified)
 : -7%, i, 22%, 0.3%, -17%, -19, 2%, u, -13%
CCOc1ccc(CCN2C(=O)C(=O)N([C@@H](Cc3ccc(O)cc3)CN3CCC[C@H]3CN3C(=O)C(=O)NC[C@@H]3Cc3ccccc3)C[C@@H]2Cc2ccc(O)cc2)cc1
 : x, i, x, 0.2%, x, -52*, 5%, x, x
CCc1cccc(C)c1NC(=O)CSc1nc2ccc(N3C(=O)c4ccccc4C3=O)cc2s1
 : 3%, i, u, -0.1%, -4%, 11, -20%, u, -6%
CCc1ccc(NC(=O)NCCCN2CCCC2=O)cc1
 : -12%, i, -8%, 0.4%, -7%, 0, 0%, u, 4%
COc1ccc(-n2c(C)cc(/C=C3\SC(=S)NC3=O)c2C)cc1
 : 1%, i, 10%, 0.1%, 21%, 0, x, u, 2%

# Screening data (PubChem)

# The order is random; 8.8% or so of the library scored in one or more.
